Neddylation inh: blocks human cullin neddylation; TR-FRET cullin neddylation, biochemical; calls only at 25 µM; 360,000 compounds, 0.58% hits; AID 651699; in the data active means inhibition above about 36%
bovine MsrA act: bovine methionine sulfoxide reductase A activation; activation, % at 10.6 µM; purified bovine MsrA, absorbance read-out; AID 602163; 360,000 compounds, 0.3% hits; in the data active means activation above about 7.5%;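 further: 0% = vehicle and 100% = reference activator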
MT1-MMP act inh: blocks activation of human MT1-MMP. GFP/RFP ratio change, % at 20 µM. AID 651647. P50281. HT1080 RFP-PRO-GFP cells, GFP/RFP ratio fluorescence, overnight; percent of plate control window, DMSO zero. 360,000 compounds, 0.061% hits;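 active means GFP/RFP ratio change of at least 30% with cell ATP level not reduced by more than half and red fluorescence within 50% of control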; further: strong numbers were not always called active
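Assay system – RFP-PRO-GFP reporter HT1080 cells · Compound dosing – single dose of 20 µM compound, 1% DMSO final · Incubation – overnight compound exposure at 37 °C · Measure – GFP/RFP fluorescence ratio · Benchmarks – DMSO wells and RFP-L50D-GFP cells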
PABP1 MLLE inh: blocks PAM2 peptide binding to the PABP1 MLLE domain; P11940; GST-MLLE / FITC-PAM2 fluorescence polarization; inhibition, % at 20 µM; 360,000 compounds, 0.36% hits; AID 588489; in the data active means inhibition above about 35%, passing the limit was not always enough;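 further: plate controls were DMSO wells with GST-MLLE for no effect and wells lacking GST-MLLE protein for full effect; some results filed as inactive read as strong as hits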
Target sequence (P11940 whole entry, looked up, the tested form may be a part): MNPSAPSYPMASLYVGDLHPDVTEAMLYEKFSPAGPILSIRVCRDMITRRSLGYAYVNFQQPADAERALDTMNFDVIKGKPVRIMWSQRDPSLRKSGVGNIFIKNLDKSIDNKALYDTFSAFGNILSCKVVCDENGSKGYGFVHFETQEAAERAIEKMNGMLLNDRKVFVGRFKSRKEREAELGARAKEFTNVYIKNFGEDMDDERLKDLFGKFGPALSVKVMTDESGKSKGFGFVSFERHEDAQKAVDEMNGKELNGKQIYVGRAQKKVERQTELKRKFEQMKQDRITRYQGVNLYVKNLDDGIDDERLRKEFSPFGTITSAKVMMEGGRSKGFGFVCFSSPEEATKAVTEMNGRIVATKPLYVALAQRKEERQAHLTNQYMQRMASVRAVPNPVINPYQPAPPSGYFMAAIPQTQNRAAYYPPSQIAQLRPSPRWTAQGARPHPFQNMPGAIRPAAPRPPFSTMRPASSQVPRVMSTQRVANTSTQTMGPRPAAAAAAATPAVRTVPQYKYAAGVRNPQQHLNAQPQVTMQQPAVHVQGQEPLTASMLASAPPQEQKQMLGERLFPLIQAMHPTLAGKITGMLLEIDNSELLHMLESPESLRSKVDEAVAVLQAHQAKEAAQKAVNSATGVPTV
Rin1-Abl PPI inh: human Rin1-Abl interaction inhibition; 360,000 compounds, 0.4% hits; P00519+Q13671; TR-FRET Rin1/Abl binding, biochemical; inhibition, % at 7.35 µM; in the data active means inhibition above about 5%, passing the limit was not always enough
E coli Lon inh: inhibitors of E. coli Lon protease; P0A9M0; purified E. coli Lon protease, fluorescence polarization; inhibition, % at 7.94 µM; 360,000 compounds, 0.42% hits; AID 602123; in the data active means inhibition above about 13%, passing the limit was not always enough;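 further: 0% = enzyme with probe and DMSO and 100% = no enzyme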
SKN-1 block: inhibitors of C. elegans SKN-1; C. elegans VP596 Pgst-4::GFP/RFP ratio, acrylamide-induced, 24 h; inhibition, % at 21.8 µM; 360,000 compounds, 0.49% hits; AID 624304;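 active means interference check ratio from 0.5 to 1.5 plus GFP to RFP signal ratio inhibition reaching or exceeding a fixed threshold, cut at about 30% in these data, passing the limit was not always enough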; further: some compounds called inactive have numbers as strong as hits
NRP1-CendR mod: alters CendR peptide binding to human NRP-1. FAM-RPARPAR peptide binding to NRP-1, fluorescence polarization. inhibition, % at 25 µM. 360,000 compounds, 0.85% hits;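 active means inhibition or corrected inhibition above about 18%, plus a signal ratio from 0.5 to 1.5, limit read from the data, passing the limit was not always enough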; further: strong numbers were not always called active
FAS-TE inh: inhibitors of human fatty acid synthase thioesterase domain; recombinant FAS-TE, OMFH fluorogenic substrate, fluorescence endpoint; 360,000 compounds, 0.67% hits; inhibition, % at 15 µM; AID 602261;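 active means compounds whose normalised, plate-corrected inhibition of enzyme fluorescence in the single-dose primary screen is 50% or more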;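 further: 0% = DMSO with enzyme and 100% = substrate without enzyme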
* = called active by the depositor; i = inactive; · = not tested or not shown. The order is random; overall some 4% were active at least once.

SMILES	Neddylation inh	bovine MsrA act	MT1-MMP act inh	PABP1 MLLE inh	Rin1-Abl PPI inh	E coli Lon inh	SKN-1 block	NRP1-CendR mod	FAS-TE inh
COc1cc(C(=O)OCC(=O)N2CCN(C(C)=O)CC2)ccc1OCC(C)C	i	-2	0	1	1	-22	19	-6	-8
COc1ccc(OCc2cc(C(=O)N(C)Cc3cc(C)no3)no2)c(Cl)c1	i	-3	-1	6	1	-4	8	1	-3
Cc1cccc(Nc2cc(C)nc3ccccc23)c1	i	-6	0	-37	1	0	8	5	-3
Cc1ccc(NC(=O)CSc2nnc(-c3ccncc3)n2C)cc1S(=O)(=O)N1CCOCC1	i	-8	-7	-16	2	-10	1	-6	-8
NC(=NC(=O)c1ccccc1)N1N=CCC1c1ccccc1 (centres undefined)	i	-1	11	5	2	-5	4	13	-1
CC1(C)CC(=O)C(C=Nc2ccc(Cl)cn2)=C(O)C1	i	-2	5	17	2	-2	-28	5	-7
O=C(NCCc1ccccc1)[C@@H]1CC=C[C@@H]2CCN(C3CCCCC3)C(=O)[C@@H]21	i	-1	-5	9	3	-13	6	21	2
CC(C)c1cc(C(=O)N(C)C2CCCN(Cc3ccccc3F)C2)n(C)n1 (centres undefined)	i	0	3	6	-1	0	23	0	-2
COc1ccc(CN(C)CC(=O)NC(C)c2ccccc2)cc1OC (centres undefined)	i	-6	8	8	2	0	-9	6	-9
CO[C@@]1(NC(=O)Cc2cccs2)C(=O)N2C(C(=O)O)=C(COC(N)=O)CS[C@@H]21	i	-5	-1	5	0	-8	5	-46	-1
Cc1nn(-c2ccccc2)c(C)c1/C=N/NC(=O)c1cc(-c2cccs2)[nH]n1	i	-4	14	-1	-1	-6	3	0	7
CCOC(=O)c1sc2nc(CC(=O)OC)nc(NCC(=O)OC)c2c1C	·	-4	4	-9	-2	-4	-1	-11	-6
Cc1ccc(NC(=O)CN2C(=O)CCSc3ccc(S(=O)(=O)N4CCCC4)cc32)cc1	i	2	-4	-12	6	4	-12	16	7
NS(=O)(=O)c1ccc(CNC(=O)/C=C/c2ccccc2)cc1	i	-4	4	-6	2	-13	-23	3	-4
CCN(CC)C(=O)[C@H]1C[C@H](CC(=O)NC/C=C(\C)CCC=C(C)C)C(=O)N2CCc3c([nH]c4cc(-c5ccco5)ccc34)[C@]12C	·	0	-7	-8	5	6	15	-11	15
Cc1ccc(-c2csc(NC(=O)/C=C/c3cccs3)n2)cc1C	i	-4	-22	-4	-2	-8	3	7	8
CC[C@]12c3[nH]c4ccc(OC)cc4c3CCN1C(=O)C(CC(=O)NCCc1ccccn1)C[C@@H]2C(=O)N1CCN(C(=O)c2ccco2)CC1 (some centres undefined)	i	-1	2	-8	16*	2	-3	0	-9
COc1cc(S(=O)(=O)NC2CCSc3ccccc32)ccc1NC(C)=O (centres undefined)	i	-8	1	9	-1	6	18	13	3
CCOC(=O)N1CCN(/C=C(\C#N)c2nc3ccccc3s2)CC1	i	-15	-20	-22	2	-10	-11	-76	-36
CCOc1ccc(CC(=O)NCC(=O)NCc2cc(=O)n(C)c(=O)n2C)cc1	i	-1	1	14	1	8	-4	-2	-5
O=C(NCCCn1ccnc1)C1CCCN(S(=O)(=O)c2ccc(F)cc2)C1 (centres undefined)	i	-1	-2	3	-2	-1	-14	7	-7
COc1cccc(NC(=O)c2c(C)nn(-c3ccccc3)c2Cl)c1	i	-1	3	2	2	-1	-6	10	6
COc1ccc(CCNC(=O)C(=O)NCCC2CCCCN2S(=O)(=O)c2ccccc2)cc1 (centres undefined)	i	0	3	-7	-1	11	23	-8	13
Cc1nc2ccccc2n1CCOc1ccc([N+](=O)[O-])cc1	i	-2	4	-12	0	-1	7	8	6
CCOC(=O)[C@H]1[C@H]2COc3ccc(Cl)cc3[C@@H]2N2C(=O)c3cc(Cl)ccc3NC(=O)[C@@]12C	i	-13	-12	14	5	-9	-1	10	32
Cc1ccc(C(=O)COC(=O)CN2C(=O)C3C4CC(C(Br)C4Br)C3C2=O)cc1 (centres undefined)	i	3	-4	13	0	-2	7	-6	17
CCOC(=O)NC1=NCC(C)S1 (centres undefined)	i	0	4	3	-1	-5	0	2	-3
O=C(Nc1ccc(F)cc1)c1cc(-c2ccccc2)no1	i	-4	2	-1	1	-2	11	-21	-3
Cc1ccc(C(=O)O)cc1NS(=O)(=O)c1ccc2c(c1)oc(=O)n2C	i	-4	-17	-2	1	-16	9	-50	-21
Cn1c(SCC(=O)OC2CCCCC2)nnc1-c1ccc(S(=O)(=O)N2CCCC2)cc1	i	-2	2	-4	-1	-4	-5	11	3
Cc1ccc(S(C)(=O)=NC(=O)c2cc(C)on2)cc1 (centres undefined)	i	0	-1	-3	2	9	-5	-6	-6
Cc1ccc(-n2ncc3c(=O)n(CC(=O)N4CCN(c5ccccc5F)CC4)cnc32)cc1C	i	-1	-2	-3	0	-4	-7	-5	-3
CC(=O)N1CCN(CC(=O)Nc2ccccc2Sc2ccccc2)CC1	i	-10	0	13	-1	-9	9	5	-6
CCC(C(=O)NC1C(=O)N2C(C(=O)O)=C(CSc3nnc(C)s3)CSC12)c1ccccc1 (centres undefined)	i	2	-7	36	-2	-1	5	-14	-5
Cc1ccc(C)c(OCCC(=O)OCC(=O)N2CCN(S(=O)(=O)c3ccc(Cl)cc3)CC2)c1	i	-1	0	-1	1	-3	0	6	-1
CC(C)NC(=O)CSc1nc2[nH]ncc2c(=O)[nH]1	i	-2	-2	9	4	6	5	-4	-9
Cc1cc(C(=O)Nn2cnc3ccccc3c2=O)ccc1[N+](=O)[O-]	i	-2	1	-2	4	-4	0	1	-2
COc1ccc(/C=N/Nc2cc(=O)n(C)c(=O)n2C)cc1OC	i	-8	3	-5	-1	1	-5	-1	-9
Cc1ccc[n+](C2C(c3ccc([N+](=O)[O-])cc3)C(C#N)=C([S-])NC2(O)C2CC2)c1 (centres undefined)	i	-8	-3	10	-1	0	-8	-1	-1
OC1C=CSc2nc3ccccc3n21 (centres undefined)	i	-1	6	-107	-1	2	11	3	-10
Cc1ccc2c(c1)nc(NCCO)n2C	i	-3	-7	-10	-3	2	13	1	-2
COc1cc(-c2c(C#N)c(N)nc3c2c(C)nn3-c2ccc(C)c(C)c2)cc(OC)c1OC	i	-11	-26	-12	3	0	2	-17	15
Cc1cc(OCC(=O)OCC(=O)N2CC(C)CC(C)C2)ccc1Cl (centres undefined)	i	-1	-2	-19	2	0	-4	10	10
C=C(C)CN(CC)C(=O)CCc1nnc(CCCc2ccccc2)o1	i	0	-2	6	-2	-9	17	4	-1
C/C(=N\NC(=O)c1cccc(F)c1)c1cccc(NC(=O)c2ccc(F)cc2)c1	i	-1	1	4	1	-5	2	-4	3
CC[C@]12c3[nH]c4ccc(OC)cc4c3CCN1C(=O)C(CC(=O)NCCN1CCOCC1)C[C@@H]2C(=O)N1CCN(C(=O)c2ccco2)CC1 (some centres undefined)	i	-5	1	5	1	-2	-9	-1	-10
COc1cc(-c2cn(S(=O)(=O)c3cccc4nsnc34)nc2N)cc(OC)c1OC	i	-10	8	-7	-5	-3	-16	3	2
N#CC(C(N)=O)=C1CCCCC1	i	-1	-5	-4	-1	-1	4	8	-8
Cc1ccc(S(=O)(=O)N2CCOCC2)cc1C(=O)NCc1ccccc1CN1CCCC1	i	-4	1	12	-1	1	13	-12	0
O=[N+]([O-])c1ccc(NN=Cc2ccco2)nc1	i	-4	-3	-12	-5	-10	-7	-82	1

Arranged by the number under E coli Lon inh (lowest first): some entries from above.
| Structure | E coli Lon inh |
| --- | --- |
| N#CC(C(N)=O)=C1CCCCC1 | -1 |
| Cc1ccc(S(=O)(=O)N2CCOCC2)cc1C(=O)NCc1ccccc1CN1CCCC1 | 1 |
| Cc1ccc2c(c1)nc(NCCO)n2C | 2 |

5 structures out of the list, sorted by heavy-atom count, lowest first.
SMILES	Neddylation inh	bovine MsrA act	MT1-MMP act inh	PABP1 MLLE inh	Rin1-Abl PPI inh	E coli Lon inh	SKN-1 block	NRP1-CendR mod	FAS-TE inh
Cc1ccc2c(c1)nc(NCCO)n2C	i	-3	-7	-10	-3	2	13	1	-2
Cc1ccc(S(C)(=O)=NC(=O)c2cc(C)on2)cc1 (centres undefined)	i	0	-1	-3	2	9	-5	-6	-6
Cc1ccc(-c2csc(NC(=O)/C=C/c3cccs3)n2)cc1C	i	-4	-22	-4	-2	-8	3	7	8
Cc1nn(-c2ccccc2)c(C)c1/C=N/NC(=O)c1cc(-c2cccs2)[nH]n1	i	-4	14	-1	-1	-6	3	0	7
Cc1ccc(S(=O)(=O)N2CCOCC2)cc1C(=O)NCc1ccccc1CN1CCCC1	i	-4	1	12	-1	1	13	-12	0
